# Screens (PubChem BioAssay)
# ABCB6 inh MLPCN – ABCB6 transporter inhibitors, primary screen, K562-ABCB6 cells, flow cytometry, MLPCN library | fluorescence ratio to DMSO, % at 10 µM | ATP-binding cassette sub-family B member 6 (Homo sapiens), Q9NP58 | K562-ABCB6 porphyrin accumulation, 1 h; stronger effect = lower value | AID 602162, 2011 | 0.19% of 360,000 active;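 active = fluorescence ratio to DMSO below 75%, the collection mean minus 3 SD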;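 also: signal is porphyrin accumulated inside mitochondria; 100% equals median channel fluorescence of DMSO control wells; lower ratio means ABCB6 inhibition with less porphyrin fluorescence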
# Cardio protect – cardioprotection against H2O2-induced cell death, primary screen, uHTS, H9c2 cells, ATPLite luminescence; H9c2 cardiomyocytes, H2O2 injury protection, 2 h; protection from H2O2 cell death, % at 20 µM; 0.63% of 360,000 active; AID 588492, 2011;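 active = compounds giving at least 50% protection of heart cells from peroxide-induced death in the single-dose screen, raw or plate-pattern-corrected value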;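 also: 0% = DMSO wells with peroxide and 100% = DMSO wells without peroxide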
# CaV13 FRET inh – Disruptors of the CACNA1D IQ motif to Ca2+-dependent inactivation inhibitor domain association, primary screening, Förster resonance energy transfer in intact living …; HEK cells, CFP/YFP FRET ICDI-IQ, plate reader, 10 min; percent FRET-ratio fall versus neutral wells; inhibition, % at 12.3 µM; 0.098% of 340,000 active;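 active = mean replicate inhibition of at least 30% and at least 1% of replicates passing that level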;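 also: 0% = median of the neutral control wells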
# iPSC survival up – enhancers of single-cell hiPSC survival, primary screen, ATPlite luminescence; AID 602274, 2012; survival enhancement, % at 20 µM; 100% = ROCK inhibitor wells, 0% = DMSO; 0.044% of 360,000 active; in the data active = survival enhancement above about 18%;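 also: cells exposed to compounds for 16 hours before the ATP read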
# HTR2A ag – mouse Htr2a agonists via beta-arrestin recruitment, primary screen, cell-based, luminescence. activation, % at 7.6 µM. 0.66% of 360,000 active. CHO-K1 mHTR2A beta-arrestin complementation; percent of 30 µM serotonin response;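 active = activation above a run cutoff, the mean activation of all tested compounds plus 3 SD, cut at about 14% in these data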;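 also: 0% = plate median of compound wells and 100% = 30 µM serotonin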
# Target sequence (P35363 whole entry, looked up): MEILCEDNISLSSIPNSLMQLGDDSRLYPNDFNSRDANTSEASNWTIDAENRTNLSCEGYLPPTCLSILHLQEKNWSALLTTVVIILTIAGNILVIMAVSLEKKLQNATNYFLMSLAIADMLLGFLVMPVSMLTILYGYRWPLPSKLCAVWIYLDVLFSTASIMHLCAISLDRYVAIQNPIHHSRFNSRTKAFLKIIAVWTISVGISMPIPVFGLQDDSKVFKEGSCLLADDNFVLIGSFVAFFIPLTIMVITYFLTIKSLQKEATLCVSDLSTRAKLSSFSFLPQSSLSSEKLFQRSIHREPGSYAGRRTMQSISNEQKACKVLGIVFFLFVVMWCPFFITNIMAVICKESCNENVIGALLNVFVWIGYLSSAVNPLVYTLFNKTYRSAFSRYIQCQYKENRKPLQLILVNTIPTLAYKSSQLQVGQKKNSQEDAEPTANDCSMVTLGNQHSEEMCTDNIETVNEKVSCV
# Exocytosis inh – LAMP-1 surface exposure blockers, TALL-104 cells – cell-based, flow cytometry, MLPCN library, primary screen | TALL-104 LAMP-1 surface exposure; cells stimulated with thapsigargin and PMA | 0.66% of 360,000 active | inhibition, % at 10 µM;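 active = inhibition above about 55%, limit read from the data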
# aDG glyco up – activators of alpha-DG glycosylation, primary screen, uHTS, Pro5-aDG cells, AlphaScreen. alpha-DG glycosylation AlphaScreen (IIH6); 0% Pro5, 100% B10-LARGE cell signal. 0.22% of 360,000 active. activation, % at 10 µM. AID 624168, 2012;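 active = activation of at least 8% versus controls, or a plate z-score of at least 8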;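 also: Pro5 are CHO cells carrying HIG-tagged alpha-DG that lacks glycosylation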
# PDI turbidity – inhibitors of human PDI, primary screen, biochemical, turbidity, single point, plate reader; Protein disulfide-isomerase (Homo sapiens), P07237; PDI insulin aggregation turbidity, A650, 90 min; inhibition, % at 10 µM; 0.052% of 350,000 active; AID 588391, 2011;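 active = mean inhibition across replicates of 30% or more, whatever share of single replicates reach that level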;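 also: absorbance from insulin aggregation driven by PDI reduction with DTT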
# Target sequence (P07237 whole entry, looked up): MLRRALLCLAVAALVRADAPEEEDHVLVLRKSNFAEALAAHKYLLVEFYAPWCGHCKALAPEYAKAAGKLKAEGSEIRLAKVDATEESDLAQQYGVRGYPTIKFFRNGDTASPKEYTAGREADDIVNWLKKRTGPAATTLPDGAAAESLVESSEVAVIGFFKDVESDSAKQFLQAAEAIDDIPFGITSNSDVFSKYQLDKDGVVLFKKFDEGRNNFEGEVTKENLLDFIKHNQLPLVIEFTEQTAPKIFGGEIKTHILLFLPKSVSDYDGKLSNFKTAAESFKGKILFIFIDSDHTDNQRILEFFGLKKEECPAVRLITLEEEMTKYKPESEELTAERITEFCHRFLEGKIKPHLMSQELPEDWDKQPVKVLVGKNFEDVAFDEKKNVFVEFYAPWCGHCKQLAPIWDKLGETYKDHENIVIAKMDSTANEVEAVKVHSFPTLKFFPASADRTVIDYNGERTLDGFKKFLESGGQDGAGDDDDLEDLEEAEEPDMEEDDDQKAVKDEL
# Vif inh – HIV Vif self-association inhibitors, primary screen, imaging, HEK293T, single point; HEK293T cells, Vif self-association by quenched fluorescence, 24 h; inhibition, % at 7.49 µM; 0.35% of 340,000 active; in the data active = inhibition above about 50%, passing the limit was not always enough; also: some results filed as inactive read as strong as hits
# N-glyco inh – increase of ERlucT glycosylation luciferase signal, primary screen, N-linked glycosylation inhibitor project, D54 ERlucT cells, luminescence, set 2 | D54 ERlucT glycosylation luciferase reporter, 24 h; percent of 100 nM tunicamycin response | reporter increase, % at 12.5 µM | 0.23% of 360,000 active | AID 588692, 2011;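 active = mean luciferase reporter signal, scaled so untreated is 0 and the glycosylation-blocking control 100, at or above a set limit in every replicate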;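 also: luciferase carries N-glycosylation sites so blocking glycosylation raises the light; 0% = median of neutral control wells and 100% = median of 100 nM tunicamycin wells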
# * = called active by the depositor; nt = no result given.
SMILES,ABCB6 inh MLPCN,Cardio protect,CaV13 FRET inh,iPSC survival up,HTR2A ag,Exocytosis inh,aDG glyco up,PDI turbidity,Vif inh,N-glyco inh
COc1cccc(NC(=O)c2cc(=O)c3ccccc3o2)c1,95,14,-2,-0.3,-1,0,-0.1,-8,-1,0
c1ccc(N2CCN(c3nnc(Cc4cccnc4)c4ccccc34)CC2)nc1,101,5,-3,2.0,17*,-2,0.0,-2,-2,-2
CN(C)S(=O)(=O)c1ccc(C(=O)Nc2nnc(SCc3cccc4ccccc34)s2)cc1,100,2,-3,0.0,-1,-6,-0.1,1,-5,0
COc1ccc(C(=O)/C=C/c2cn(CC(O)CN3CCN(C)CC3)c3ccccc23)cc1OC (configuration not stated),107,-6,-8,-0.7,-11,11,0.8,-2,-6,-5
O=C(/C(=C/c1ccc(Cl)cc1)c1nc2ccccc2[nH]1)c1ccccc1,99,-28,nt,-4.5,-7,54,-0.6,0,-6,11
Cn1c(CSCCOc2ccccc2)n[nH]c1=S,96,-2,-19,-0.8,-3,10,0.1,0,-3,2
Cn1nc([N+](=O)[O-])nc1Oc1ccccc1C(=O)N1CCOCC1,96,5,-6,0.3,-1,1,-0.1,-3,-5,3
CC(C)CNC(=O)C1CCN(CC2CCCCC2)CC1,96,1,-20,-0.1,-3,-1,-0.1,6,5,3
COC(=O)C(Cc1ccc(OC(=O)c2ccc(Cl)cc2)cc1)N1Cc2ccccc2C1=O (configuration not stated),98,-34,nt,2.2,-2,11,0.3,8,-2,-4
O=C(CCC(=O)N/N=C/c1ccc(Br)s1)NCc1ccccc1,100,0,-3,13,1,3,-0.3,-8,2,6
CCN(c1ccccc1)S(=O)(=O)c1ccc(OC)c(NC(=O)c2cc(Cl)ccn2)c1,101,-1,-6,0.7,3,0,-0.3,-6,6,-1
CS(=O)(=O)N(CC(=O)NCCSc1ccc(Cl)cc1)c1ccc2c(c1)OCO2,98,-11,-5,0.3,-7,4,0.2,-4,4,-1
NC1=NC(c2ccccc2)=NC1(NC(=O)c1ccccc1)C(Cl)Cl (configuration not stated),92,0,-19,0.7,3,2,-0.1,-4,-3,1
Cc1cc(C)c2c(N=CN(C)C)c(C(=O)N3CCN(c4ncccn4)CC3)sc2n1,99,-12,-3,-0.9,-1,0,0.0,14,19,2
Cn1nc(C(F)(F)F)c(/C=N/OC(=O)c2ccccc2)c1SCc1ccc(Cl)cc1,93,-4,-4,-0.4,0,1,-0.2,-2,-9,73*
Cc1nn(-c2cccc(Cl)c2)c2nc(-c3ccncc3)cc(C(=O)N3CCOCC3)c12,106,9,-2,-0.3,-1,7,0.4,2,-12,0
O=C(CC1C(=O)NCCN1CC1CCCCC1)NCc1cccc(F)c1F (configuration not stated),100,-4,-3,-2.3,2,-1,0.4,2,0,1
CC(Oc1ccc(Cl)cc1Cl)C(=O)Nc1ncccn1 (configuration not stated),104,-5,nt,-1.5,0,5,-0.2,-17,nt,1
O=C(O)c1cccc(NS(=O)(=O)c2ccc(S(=O)(=O)N3CCOCC3)cc2)c1,91,-3,nt,0.2,1,-2,0.0,-1,7,1
O=C(Nc1ccccc1C(=O)N1CCCCCC1)c1cccc([N+](=O)[O-])c1,84,-3,-6,-0.4,0,-2,0.0,0,-3,1
O=C(CSC(=S)N1CCOCC1)c1cc2ccccc2oc1=O,100,-3,nt,-0.7,5,-4,0.0,-3,18,6
CCN(CC)S(=O)(=O)c1ccc(OCC(=O)NC(=O)Cc2ccccc2)c([N+](=O)[O-])c1,85,8,-6,-0.1,10,-1,-0.2,22,2,1
N#CCSc1nc2ccccc2c2nc3ccccc3n12,105,6,-4,-1.5,3,-3,0.3,-8,2,7
COc1ccc(CN(C)CC(=O)Nc2sc3c(c2C#N)CCC3)cc1OC,100,-22,-1,-0.6,0,0,2.1,3,-14,-1
COc1ccc(Cl)cc1NC(=O)C/C(C)=N/NC(=O)Cc1ccccc1,103,9,-6,-0.5,-6,-2,0.5,2,-1,1
CCOc1ccccc1CN1CCNC(=O)C1CC(=O)NCCCn1cccn1 (configuration not stated),97,-4,-3,-0.4,7,-3,0.0,8,2,0
NC(=O)C1CCN(c2ncnc3c(-c4ccccc4)nsc23)CC1,101,-6,-5,-1.4,2,6,4.3,3,4,-2
COc1ccc(NC(=O)CN(c2ccccc2)S(=O)(=O)c2ccccc2)c(OC)c1,101,4,-7,-0.3,-2,-2,0.0,1,0,-2
O=c1c2ccccc2on1-c1ccccc1,99,0,-9,-2.0,-1,0,0.1,-13,1,1
Cc1nc2nc(-c3cccnc3)nn2c(C)c1Cl,91,7,-5,2.5,0,-3,-0.1,-1,-1,-1
CCOc1ccc(NC(=O)c2ccc(CN3CCc4ccccc4C3)cc2)cc1,89,4,-1,-1.0,-1,-2,0.1,8,-9,1
Fc1ccc(Cc2nnc(-c3cccs3)o2)cc1,97,-4,11,0.0,0,-3,0.0,nt,-4,-2
O=C1CC(N2CCN(c3ccccc3)CC2)C(=O)N1Cc1ccc(Cl)cc1 (configuration not stated),97,-6,-5,-0.6,-2,3,-0.7,3,-17,-2
C#CC(c1ccccc1)(c1ccccc1)n1ccnc1,102,-2,-7,-1.2,-2,-3,2.0,-6,6,-3
O=C(Cn1c2c(c(=O)n3ncnc13)CCC2)N/N=C/c1cccs1,91,-3,-15,1.0,2,1,-0.1,6,-8,-2
Cc1ccccc1OCCOCCN1CCCCCC1,97,-13,-7,-2.5,-2,13,0.5,-7,-3,0
O=S(=O)(NCCN1CCOCC1)c1cccs1,95,9,-3,0.9,0,3,-0.4,-4,2,0
CC(C)NS(=O)(=O)c1ccc(OCC(=O)NC(C)c2ccccc2)cc1 (configuration not stated),104,2,-4,-0.3,-1,-1,0.1,4,20,0
Cc1ccc(C#N)c(SCc2cc3c(cc2Cl)OCO3)n1,100,-12,-5,1.2,-2,2,0.3,-6,-6,1
Cc1csc(C(C#N)C(=O)c2ccc(S(=O)(=O)N3CCCC3)cc2)n1 (configuration not stated),95,7,nt,0.7,-3,-2,0.1,-8,12,0
C/C(CC1CC(C)(C)OC1=O)=N/Nc1nc(-c2ccccc2)cs1 (configuration not stated),100,-2,-4,2.2,1,-8,0.0,14,-17,1
COC(=O)c1c(NC(=O)COC(=O)CC(NC(C)=O)c2ccccc2)sc(C)c1C (configuration not stated),98,-6,-1,-0.4,-1,-5,0.2,-2,-8,3
CC1CCN(C(=S)c2ccc(-c3ccc(Cl)cc3Cl)o2)CC1,95,-14,-2,7.9,-2,4,-0.2,1,-7,-3
CC(=O)N/C(=C/c1ccccc1)C(=O)NC(Cc1ccccc1)C(=O)O (configuration not stated),102,-4,-4,1.0,0,-1,-0.1,4,-1,1
C[C@@H](NC(=O)c1ncn2c1C(=O)NC[C@@H]2C)c1ccccc1,94,-4,-3,2.8,0,-4,0.0,14,-11,-3
Cc1cc(C)n2c(SCCO)nnc2n1,98,2,-19,-0.4,2,-6,0.0,10,-2,2
Cc1ccc(O)c(C(CC(=O)NC(C)C)c2ccccc2)c1 (configuration not stated),96,6,4,-2.7,10,0,0.9,-1,-1,-1
CCOC(=O)c1sc(C)c2c(=O)n(CC(=O)c3ccc(Br)cc3)nnc12,87,-8,-2,0.4,9,0,0.0,1,-1,2
O=C1CN(C(=O)/C=C/c2ccc(Cl)cc2Cl)CCN1,99,5,-3,-0.8,7,0,-0.5,-3,-3,6
Cc1ccc2cc(COC(=O)c3ccncc3)c(=O)[nH]c2c1,86,0,-5,3.7,-2,4,0.0,2,-2,2
CNC(=S)N1CCN(C(=O)C2CCCO2)CC1 (configuration not stated),92,3,-5,0.2,-1,-1,0.0,-3,2,1
O=C(Nc1nnc(-c2ccccc2Cl)o1)c1cccnc1,110,-3,-7,2.0,5,-1,-0.2,-1,-2,0
CC(C)c1ccc(NC(=O)c2cc3c(=O)n(C)c4ccccc4c3n2C)cc1,92,14,3,0.3,-1,1,0.0,10,4,7
Cc1cc(C)n(-c2ccc(C(=O)Nc3sccc3C(N)=O)cc2)n1,94,-12,nt,-2.3,3,-4,1.5,-6,-13,-5
Cc1ccc(C(=O)COC(=O)CN2C(=O)C3CC=CCC3C2=O)cc1C (configuration not stated),97,8,-5,4.0,-6,-5,-0.3,-1,0,0
COc1ccc(NC(=S)NNC(=O)c2cccnc2)cc1OC,96,2,3,0.0,1,2,0.0,1,-3,-1
COc1cc(C)c(NC(=S)Nc2ccc(C)c(Cl)c2)cc1OC,99,-2,-4,-1.4,0,0,0.0,-5,24,-1
O=C(Cc1nn[nH]n1)NCc1ccccc1Cl,100,-4,nt,-0.9,1,7,0.1,8,-3,0
O=C1CC(N2CCN(S(=O)(=O)c3ccccc3F)CC2)C(=O)N1c1ccc(F)cc1F (configuration not stated),99,7,-5,-0.7,5,-5,0.2,0,12,1
O=C(NCc1ccc(F)cc1)c1cc2c(s1)CCCC2,97,-15,-4,-3.1,-5,1,0.0,-8,9,-3

# Other records follow.
SMILES,ABCB6 inh MLPCN,Cardio protect,CaV13 FRET inh,iPSC survival up,HTR2A ag,Exocytosis inh,aDG glyco up,PDI turbidity,Vif inh,N-glyco inh
Cn1c(=NCC(O)COc2ccccc2)sc2ccccc21 (configuration not stated),89,-9,-5,-0.3,-7,0,0.4,-12,-2,0
C/C(=N\NC(N)=O)c1ccc(Cl)s1,99,0,2,0.1,2,2,-0.1,-2,-13,0
CN(C)C(=O)CCN1CCOCC1,83,5,nt,11,3,-1,0.3,2,9,0
CCOC(=O)C1=C(C)NC2=C(C(=O)C(C(=O)OC)C(C)C2)C1c1ccc(OC)c(O)c1 (configuration not stated),100,2,-5,2.0,0,1,-0.2,0,-7,1
C[C@@H](NC(=O)C1(c2ccccc2)CCN(C(=O)OC(C)(C)C)CC1)C(=O)N[C@@H](C(=O)O)c1ccccc1,108,-1,nt,2.3,-3,-2,0.0,nt,11,1
COc1ccccc1NC(=O)N1CCCC1C(=O)Nc1nnc(C(C)C)s1 (configuration not stated),97,-4,-4,2.3,0,-4,-0.1,-5,12,1
Cc1ccc(S(=O)(=O)N(C)CC(=O)NNC(=O)Cc2ccccc2F)cc1,102,3,-5,0.8,-11,-6,0.4,1,0,2
Cc1ccc(Nc2nc(N)c([N+](=O)[O-])c(N3CCC(C)CC3)n2)cc1C,98,-17,-1,0.3,2,10,-0.5,-5,-9,-9
O=C(COC(=O)c1cncc(Br)c1)NCc1ccc2c(c1)OCO2,101,10,-8,-0.7,6,-1,0.0,-1,12,0
CCN1CCCC1CNC(=O)c1ccc2c(c1)NC(=O)/C(=C\c1ccc(OC)c(OC)c1)S2 (configuration not stated),90,-10,-11,-0.4,-12,3,0.9,5,-19,-7
CCOc1ccc(OCC)c(NC(=O)CN2CCN(c3cc(C)ccc3C)CC2)c1,99,-8,-5,-1.0,-4,5,0.3,-3,-22,-5
CCCOc1ccc(F)cc1-c1cc(C(=O)Nc2ccccc2)[nH]n1,105,-6,-10,-3.4,-12,-2,0.4,-3,-16,0
